CXXC DNA block – qHTS Fluorescence Polarization Assay for Inhibitors of MLL CXXC domain - DNA interaction; MLL-CXXC / FITC-HOXA9 DNA fluorescence polarization; AID 2662, 2010; 0.037% of 290,000 active; Potency, µM (highest dose often 115 µM), without a hit: top-dose activity change, negative = inhibition, actives largely listed as inhibitors; active = well fitted inhibition curve with a large enough effect in the polarisation, with a control signal flat, not every such curve was filed as active; inconclusive = small, poorly fitted or top-dose-only effect, or effect the other way, or a change in a side signal; inactive = no such curve, though single readings can be large or run the other way; the % refers to the polarisation
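Fluorescence polarization: 7 uM MLL-CXXC (stock) preincubated 5 min with compounds, then 50 nM fluorescein-HOX-A9 DNA (stock) added; 30 min ambient. Buffer 50 mM Tris-HCl pH 7.5, 50 mM NaCl, 1 mM DTT, 0.05% BSA.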
MBNL1 CUG block – qHTS Assay for Inhibitors of MBNL1-poly(CUG) RNA binding | TR-FRET MBNL1-His/biotin-(CUG)12 binding, 665/545 ratio | Potency, µM (titrated, usually from 57.5 µM), inactives show at the top dose activity change, negative = inhibition, usual class: inhibitors | 0.036% of 280,000 active | AID 2675, 2010; active = well fitted inhibition curve with a large enough effect in the signal ratio, with a control signal flat, not every such curve was filed as active; inconclusive = small, poorly fitted or top-dose-only effect, or effect the other way, or a change in a side signal; inactive = no such curve, though single readings can be large or run the other way; the % refers to the signal ratio; note: % is set by controls: 0 for no effect and ±100 for the full control effect
Target sequence (Q9NR56 whole entry, looked up): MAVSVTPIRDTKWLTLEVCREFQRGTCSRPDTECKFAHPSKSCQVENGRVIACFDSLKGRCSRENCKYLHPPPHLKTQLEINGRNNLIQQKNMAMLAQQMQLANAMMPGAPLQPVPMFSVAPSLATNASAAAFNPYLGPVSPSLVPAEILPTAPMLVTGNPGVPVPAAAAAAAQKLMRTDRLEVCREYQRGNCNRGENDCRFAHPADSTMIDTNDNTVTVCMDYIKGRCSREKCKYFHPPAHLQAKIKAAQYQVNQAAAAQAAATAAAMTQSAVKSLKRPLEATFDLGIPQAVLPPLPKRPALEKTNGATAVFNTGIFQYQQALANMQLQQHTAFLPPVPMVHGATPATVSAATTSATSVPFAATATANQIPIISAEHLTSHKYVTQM
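Ratiometric TR-FRET (665 over 545 nm, excitation 340 nm) tracks disruption of MBNL1-His/biotin-(CUG)12 complex after 60 min at room temperature, with compounds at 92 nM to 58 uM final.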
p53 reactivator – qHTS assay for re-activators of p53 using a Luc reporter; H1299 p53-A138V BP100-luciferase reporter, luminescence, 24 h; Potency, µM (doses to about 92.2 µM), without a hit: at the highest dose activity change, positive = activation, usual class: activators; 0.063% of 320,000 active; AID 504706, 2011; note: % of control where 0% means no effect; nearly all actives have a fitted effect of over 45% in size
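H1299 (p53-null), stable ts p53-A138V + BP100-Luc; 1000 cells/well, Opti-MEM/10% FBS; cpd 4 pt, 1:5; 24 h, 37 deg C, 5% CO2; detection reagent 10 min RT; luminescence.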
uPA surface inh – qHTS for Inhibitors of Cell Surface uPA Generation; AID 540303, 2011; cell surface uPA generation assay, qHTS; Potency, µM (series often up to 38.3 µM), inactives show at the top dose activity change, negative = inhibition, hits mostly inhibitors; 0.31% of 330,000 active; active = well fitted inhibition curve with a large enough effect; inconclusive = small, poorly fitted or top-dose-only effect; inactive = no such curve, though single readings can be large or run the other way; tested in mouse RAW 264.7 cells; note: % is set by controls: 0 for no effect and ±100 for the full control effect; nearly all actives have a fitted effect of over 55% in size
Gal4-VP16 FLuc – VP16 counterscreen qHTS for inhibitors of ROR gamma transcriptional activity | Drosophila S2 Gal4-VP16 UAS-luciferase, luminescence, 20 h | Potency, µM (series often up to 53.6 µM), for inactives: at the highest dose activity, negative = inhibition, most hits filed as inhibitors | 3.5% of 310,000 active | AID 2546, 2010;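 note: Gal4-VP16 expression switched on by copper sulfate through the metallothionein promoter; % is set by controls: 0 for no effect and ±100 for the full control effect; nearly all actives have a fitted effect of over 50% in size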
FLuc counter – qHTS profiling assay for firefly luciferase inhibitor/activator using purifed enzyme and Km concentrations of substrates (counterscreen for miR-21 project). AID 588342, 2011. Potency, µM (series often up to 57.5 µM), without a hit: at the highest dose activity change, negative = inhibition, actives largely listed as inhibitors. 6.9% of 360,000 active. purified FLuc, Km substrates, luminescence inhibition;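 note: plate controls were vehicle for no effect and reference inhibitor for full effect; nearly all actives have a fitted effect of over 55% in size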
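Purified P. pyralis luciferase, 10 nM final, with Km-level 10 uM D-luciferin and 10 uM ATP in 50 mM Tris acetate pH 7.5, 10 mM Mg acetate, 0.01% Tween-20, 0.05% BSA; 6-point qHTS titration about 60 µM downward; luminescence read.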
RORgamma inh – qHTS for inhibitors of ROR gamma transcriptional activity; Drosophila S2 Gal4-RORgamma UAS-luciferase reporter, 20 h; Potency, µM (highest dose often 53.6 µM), for the others: top-dose activity change, negative = inhibition, actives largely listed as inhibitors; 5.4% of 310,000 active; AID 2551, 2010; note: % is set by controls: 0 for no effect and ±100 for the full control effect; nearly all actives have a fitted effect of over 60% in size
Target sequence (P51450 whole entry, looked up, the tested form may be a part): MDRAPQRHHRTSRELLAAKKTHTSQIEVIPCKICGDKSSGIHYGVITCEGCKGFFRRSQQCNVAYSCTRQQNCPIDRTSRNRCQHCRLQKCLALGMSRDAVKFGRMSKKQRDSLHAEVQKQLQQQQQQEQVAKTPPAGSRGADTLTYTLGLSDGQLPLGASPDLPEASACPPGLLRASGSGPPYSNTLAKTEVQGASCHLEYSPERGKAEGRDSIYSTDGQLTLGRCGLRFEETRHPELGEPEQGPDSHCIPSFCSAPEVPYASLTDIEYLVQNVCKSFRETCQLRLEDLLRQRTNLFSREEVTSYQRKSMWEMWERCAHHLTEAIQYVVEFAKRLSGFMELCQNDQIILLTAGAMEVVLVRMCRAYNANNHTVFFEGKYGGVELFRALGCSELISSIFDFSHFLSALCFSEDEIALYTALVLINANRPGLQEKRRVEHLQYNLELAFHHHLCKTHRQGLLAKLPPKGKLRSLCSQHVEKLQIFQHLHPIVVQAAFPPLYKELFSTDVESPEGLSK
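ROR gamma transcriptional activity was tracked as Gal4-UAS luciferase output in stably transfected Drosophila Schneider cells, with compound added 1 hr before 700 uM copper sulfate induction and a 20 hr ambient-temperature incubation.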
BRCA1 expr up – qHTS Assay to Identify Small Molecule Activators of BRCA1 Expression; MCF7-BRCA1-FFLuc reporter, luminescence, 48 h; response scale: scaled: vehicle 0%, 10 µM genistein 100%; Potency, µM (series often up to 46.1 µM), inactives show at the top dose activation, usual class: activators; 1.1% of 380,000 active; AID 624202, 2012; note: nearly all actives have a fitted effect of over 80% in size; some results filed as inactive show a strong effect at the top dose
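First, MCF7-BRCA1-FFLuc cells (2000/well) attach for 2 h; next, compounds are pin-added and incubated 48 h at 37 °C; finally, luciferase reagent is added and luminescence read after 15 min.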
NPC1 promoter act – qHTS Assay for NPC1 Promoter Activators | 2.4% of 320,000 active | Huh7 NPC1 promoter luciferase reporter, 24 h | Potency, µM (top dose mostly 9.22 µM), without a hit: at the top dose activation, actives largely listed as activators;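 note: % of control where 0% means no effect; nearly all actives have a fitted effect of over 60% in size; reporter is driven by a mutant NPC1 promoter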
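Stably transfected Huh7 (NPC1 promoter→luciferase), 1500 cells/well in Opti-MEM + 10% FBS, 2 h settle, then compound 24 h at 37 °C. Luminescence after 10 min with Amplite reagent.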
ELG1 genotox – qHTS screen for small molecules that induce genotoxicity in human embryonic kidney (HEK293T) cells expressing luciferase-tagged ELG1; HEK293T ELG1-luciferase reporter, luminescence, 16 h; Potency, µM (highest dose often 46 µM), without a hit: at the highest dose activity change, positive = activation, most hits filed as activators; 1.3% of 330,000 active; AID 504466, 2011; note: % of control where 0% means no effect; nearly all actives have a fitted effect of over 60% in size
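Cells (2,000/well) expressing the ELG1-luciferase fusion are dosed by pin tool and kept 16 hr at 37 °C, 5% CO2. Signal comes from ONE-Glo luciferase reagent after 30 min at room temperature.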
Rab9 promoter act – qHTS Assay for Rab9 Promoter Activators. Potency, µM (doses to about 9.22 µM), for the others: at the highest dose activation, negative = inhibition, actives largely listed as activators. AID 485297, 2010. 2.8% of 320,000 active. Huh7 Rab9 promoter-luciferase reporter, luminescence, 24 h; note: % of control where 0% means no effect; nearly all actives have a fitted effect of over 60% in size
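Quantitative HTS format; Huh7 Rab9-luciferase reporter cells (1500/well) receive compound 2 h post-plating, incubate 24 h at 37 °C, then get luciferase reagent for 10 min before luminescence reading.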
* hit, by the source's call; ? = inconclusive; . = no result given; & = joins results of further samples; [ ] = another dose, or the depositor's remark. Unless noted, calls come from the whole dose curve; as a rule, active = well fitted curve in the direction sought with a large enough effect; inconclusive = small, poorly fitted or top-dose-only effect, or another doubt; inactive = no such curve, though single readings can be large; an effect the other way counts as inactive or inconclusive. Potency is the fitted concentration of half-maximal effect.

SMILES	CXXC DNA block	MBNL1 CUG block	p53 reactivator	uPA surface inh	Gal4-VP16 FLuc	FLuc counter	RORgamma inh	BRCA1 expr up	NPC1 promoter act	ELG1 genotox	Rab9 promoter act
Cc1cc(C(=O)c2ccc(C(C)(C)C)cc2)c(NC(=O)CCl)s1	2%	2%	-20%	-10%	?	0%	11µM*	-103%[inhibitor]	-2%	-2%	2%
Cc1ccc(C)c(OCC(O)CN2CCC(Cc3ccccc3)CC2)c1 (configuration not stated)	7%	4%	25%	0%	-22%	0%	-35%	-79%[inhibitor]	-3%	-6%	-4%
CCCn1nc(CC(=O)OCC)c2ccccc2c1=O	-2%	1%	2%	-4%	-3%	2%	-14%	-1%	1%	-1%	4%
O=C(O)Cn1c(CCS(=O)(=O)c2ccc(Br)cc2)nc2ccccc21	0%	-3%	4%	2%	4%	-3%	7%	7%	-3%	5%	2%
CCn1cc(-c2cc(C(=O)O)c3ccccc3n2)c(C)n1	4%	-7%[11.5 µM]	-14%	-3%	-26%	9.5µM*	?	-15%	-4%	1%	-2%
Cc1cccc(CSCc2ccc(C(=O)NC(C)C)o2)c1	13%	-7%	3%	-2%	-14%	0%	?	4%	-3%	-5%	-3%
CCC(=O)Nc1cccc(-c2cn3ccsc3n2)c1	1%	-2%	0%	4%	18%	17µM*	19%	30%	14%	6%	-4%
O=C(NCc1ccccn1)C1CN(S(=O)(=O)c2ccccc2)CCN1S(=O)(=O)c1ccccc1 (configuration not stated)	2%	-9%	-3%	3%	-7%	-1%	11µM*	-14%	1%	-3%	-12%
Cc1ccc(CSc2nnc(-c3cnccn3)n2C)cc1	0%	7%	8%	2%	-3%	-5%	28%	0%	17%	8%	11%
Cc1cnc(NC(=O)CSc2ccc(Cl)cc2)s1	0%	6%	15%	5%	-9%	?	-18%	-14%	-3%	-2%	-2%
CC(C)CC(O)(CC(C)C)C(=O)NNc1ccccc1	2%	-1%	-5%	1%	-3%	-2%	-11%	-31%	-4%	0%	-4%
C[n+]1ccccc1/C=C/c1ccc(C#N)cc1	1%	5%	.	0%	-3%	0%	2%	-31%	0%	1%	5%
c1ccc(SCc2nc3ccccc3[nH]2)cc1	9%	-3%	6%	.	15%	12µM*	-41%	?	2.5µM*	?	2.2µM*
C=CCNS(=O)(=O)c1ccc2nsnc2c1	24%	?	2%	7%	.	4%	6%[0.365 µM]	-1%	0%	-5%	0%
CCn1ccnc1CN(C)C(=O)c1cc(COc2ccc(-n3cncn3)cc2)on1	-1%	5%	7%	0%	0%	1%	-4%	-13%	4%	-4%	-1%
Cc1cccc(NC(=O)c2cc([N+](=O)[O-])ccc2N2CCCCC2)n1	-10%	?	-1%	1%	-7%	2%	20%	-21%	-1%	-8%	-7%
O=S(=O)(NCc1ccccc1)c1ccc(S(=O)(=O)N(Cc2cccs2)CC2CCCO2)cc1 (configuration not stated)	21%	1%	2%	.	2%	1%	-2%	2%	-1%	-2%	-7%
COc1ccccc1N1CCN(C(=O)c2cccc(N3C(=O)NC4CC3(C)Oc3ccccc34)c2)CC1 (configuration not stated)	3%	-8%	1%	-2%	-4%	1%	34%	8%	10%	-6%	2%
Cc1cccc(NC(=O)Cn2nnc(-c3cccs3)n2)c1C	3%	3%	1%	-8%	6%	3%	-31%	-6%	-3%	0%	0%
C=CCc1cccc(Cl)c1OCCON1C(=O)CCC1=O	1%	1%	-2%	0%	0%	1%	4%	-1%	-3%	0%	-1%
CCOC(=O)c1nnc2cc(-c3ccccc3)nn2c1C	3%	?	15%	-3%	3%	?	33%	6.3µM*	21%	?	14%
COC(=O)c1ccc(C(=O)OC)c(NC(=O)CSCc2ccc(Cl)cc2)c1	-16%	-8%	-3%	9%	4%	-2%	-11%	-8%	-2%	-5%	2%
O=C(COC(=O)c1ccccc1O)NCC1COc2ccccc2O1 (configuration not stated)	.	.	9%	7%	.	.	.	8%	5%	1%	-2%
CC1(C)Cc2ccccc2C(CSc2ccccc2C(=O)O)=N1	-9%	-12%	-1%	0%	2%	-16%	-27%	-23%	-2%	-1%	-5%
COCCNC(=O)CSc1ccccc1C(=O)O	2%	-6%	1%	-1%	2%	-1%	1%	-12%	-3%	-1%	-1%
COc1cc(NS(=O)(=O)c2ccc(NC(=S)NC(=O)C3CCCC3)cc2)nc(OC)n1	12%	-1%	-3%	.	-8%	-3%	-3%	-25%	2%	1%	8%
CN(CCNC(=O)c1cccc(N2CCCC2=O)c1)Cc1ccccc1	5%	-4%	-1%	1%	-4%	1%	16%	7%	1%	-6%	-6%
O=C(OCn1ncc(Cl)c(Cl)c1=O)c1ccc(F)cc1	-4%	352%[activator]	-10%	.	6.3µM*	-1%	?	.	-50%[inhibitor]	-19%	-55%[inhibitor]
O=c1cc(N2CCc3ccccc32)[nH]c(=O)n1-c1ccc(Br)cc1	0%	2%	-1%	7%	1%	-11%	-16%	-35%	7%	11%	-3%
Cc1ccc(CNC(=O)C2CCCN(S(=O)(=O)N3CC(C)CC(C)C3)C2)cc1 (configuration not stated)	24%	-3%	-2%	2%	0%	2%	-8%	-3%	3%	1%	-6%
COc1ccc(N2C(=O)CSC2c2ccncc2)cc1 (configuration not stated)	-2%	-8%	3%	1%	-2%	7%	-15%	6%	0%	-6%	-1%
Cc1oc2c(CN(C)C)c(O)ccc2c(=O)c1-c1ccc2ccccc2n1	2%	-12%	-4%	-5%	-6%	2%	9%	-4%	1%	0%	0%
CN1CCN(C(=O)/C(=C/c2cn(C)c3ccccc23)NC(=O)c2ccccc2)CC1	4%	16%	-2%	?	-10%	-1%	-17%	-6%	-2%	7%	0%
CC(C)NCC(O)c1ccc2ccccc2c1 (configuration not stated)	-3%	.	-4%	1%	-3%&-1%	2%	4%&0%	-5%	0%	3%	0%
Cc1c(C(=O)N(Cc2ccccc2)Cc2cccs2)cnn1-c1ccc(Cl)cc1	-7%	.	1%	7%	-6%	-3%	2%	-4%	-4%	-5%	0%
COCCCNC(=O)C1=CCN(S(=O)(=O)c2ccc(OC)cc2)CC1	-7%	-3%	-2%	-14%	-5%	1%	8%	3%	-9%	3%	0%
CCOC(=O)c1cc(NC(=O)CC(C)(C)CC(=O)O)ccc1N1CCCCC1	2%	-9%	3%	-4%	5%	5%	19%	-14%	-7%	-1%	-5%
O=C(O)c1cccc(S(=O)(=O)NCC2CCCO2)c1 (configuration not stated)	-3%	9%	21%	1%	2%	-1%	-22%	10%	-3%	0%	0%
CCOc1ccc(/C=N/NC(=O)c2nnn(-c3nonc3N)c2-c2ccc(OCC)cc2)cc1	2%	.	-3%	0%	?	-3%	?	-6%	-4%	-1%	-3%
Cc1ccc(C(=O)N2CCN(c3ccc(NC(=O)Cc4ccccc4)cc3)CC2)cc1	-2%	2%	-15%	12%	-8%	3%	23%	-21%	-2%	-13%	2%
COc1ccc(OC)c(C(=O)c2ccccc2)c1	1%	1%	3%	-6%	3%	2%	?	5%	-6%	0%	-7%
CCc1ccc(C)c(OC(=O)c2cncc(Br)c2)c1	0%	-4%	6%	18%	-1%	3%	-1%[1.91 µM]	0%	-6%	-1%	-2%
Cc1nc(NS(=O)(=O)c2ccccc2)sc1NC(=O)OC(C)C	-10%	0%	-6%	-2%	0%	1%	-11%	3%	-1%	3%	-3%
COc1cc(OC)cc(-c2nnc(SCc3c(F)cccc3Cl)o2)c1	-1%	2%	12%	-22%	?	?	41%	95%	3.2µM*	?	3.5µM*
Cc1cc(C(=O)Nc2ccc(Cl)cc2)c(C)n1-c1ccccc1	0%	-2%	-9%	-14%	?	0.048µM*	?	-65%	-24%	?	-28%
CCNc1ccc(C(=O)OCC(=O)NCc2ccccc2Cl)cc1[N+](=O)[O-]	7%	3%	-8%	0%	1%	1%	0%	0%	1%	7%	-7%

Source: PubChem BioAssay

An excerpt, so the mix of outcomes need not match the whole.
